High-throughput results as filed in PubChem BioAssay.
FN deposit inh: fibronectin deposition inhibition; inhibition, % at 12.6 µM; AH1F fibroblasts, Alexa488-fibronectin deposition fluorescence, overnight; AID 743247; hit rate 0.086% among 350,000;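 active means mean inhibition across replicates of 30% or more, regardless of how many single replicates reach that level; inconclusive means mean under 30% yet at least half of replicates reach 30%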;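 further: positive control wells lacked labelled fibronectin entirely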
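material = AH1F fibroblast monolayer depositing Alexa488-labelled fibronectin into matrix | amount = 10000 AH1F cells/well | buffer or medium = DMEM plus 2% serum, read in PBS | incubation = 1 h cell adhesion before compound, then overnight fibronectin incubation | detection = fluorescence at 485 nm excitation, 525 nm emission | evaluation = percent inhibition as loss of matrix-bound fibronectin fluorescence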
EWS-Fli inh: blocks EWS/Fli oncoprotein-driven transcription. hit rate 0.67% among 350,000. A673 NR0B1-luciferase reporter, viability-normalised. inhibition, % at 12.6 µM;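 active means mean inhibition of at least 50% after viability correction, with every replicate also passing that limit; inconclusive means mean reaches 50% but only one of two replicates passes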;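 further: firefly luciferase signal divided by Alamar Blue viability fluorescence both relative to DMSO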
LGR2 antag: inhibitors of bursicon-induced Drosophila LGR2 receptor cAMP signaling | AID 720647 | HEK293 LGR2, CRE-luciferase, bursicon-stimulated, 4 h | inhibition, % at 9.99 µM | hit rate 0.35% among 380,000;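 active means drop in luminescence signal, shown as inhibition above about 50% in the replicate tests, limit read from the data, passing the limit was not always enough; inconclusive means probably only some replicates passing the limit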;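 further: agonist challenge used bursicon conditioned medium at about half maximal strength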
Cneo AK release: causes C. neoformans cell lysis | adenylate kinase release luminescence, 4 h; normalised: neutral wells 0, clomiphene wells 100 | lysis activity, % at 15 µM | hit rate 0.2% among 360,000;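 active means mean lysis activity across replicates of at least 80%, whatever share of replicates individually reach that level; inactive means mean lysis activity below 80%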
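Signal: Adenylate kinase release luminescence | Assay system: Log-phase Cryptococcus neoformans yeast cells | Input: Cells at 5 × 10^6 per mL | Buffer or medium: Fresh YPD growth medium | Compound: Single dose | Schedule: Static 4 h at 37 °C with compound, 1 h detection | Controls: Clomiphene | Read-out: Luminescence rise reflecting yeast cell lysis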
miR-122 sensor: miR-122 inhibition in Huh7 cells; activation (reporter increase), % at 12.5 µM; Huh7 miR-122 Renilla luciferase sensor, 48 h; neutral wells = 0, positive control = 100; hit rate 0.3% among 340,000;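 active means mean replicate activation score at least 90 and every replicate individually at or above 90; inconclusive means only one of the two criteria met; inactive means neither criterion met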;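 further: higher luciferase means less miR-122 activity so hits act as miR-122 inhibitors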
PGC1a acetyl inh: PGC1a acetylation modulation, inhibitor mode; U2OS PGC1a acetylation, AlphaScreen anti-acetyl-lysine; with virally co-expressed GCN5 acetyltransferase; inhibition, % at 15.6 µM; hit rate 0.17% among 350,000;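 active means every replicate shows inhibition of at least 40%; inconclusive means mean inhibition at least 40% but some replicate below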;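 further: 0% = neutral control wells and 100% = positive control wells; some results beyond the cut were filed as inactive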
CASP6 VEID inh: blocks human caspase-6 cleavage activity | P55212 | purified caspase-6, Z-VEID-R110 cleavage fluorescence | inhibition, % at 12.5 µM | hit rate 0.53% among 350,000;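 active means mean inhibition across replicates at least about 35%, with every replicate also reaching that limit, limit read from the data; inconclusive means only one of the two criteria met; inactive means neither criterion met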;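 further: 0% = median of neutral control wells and 100% = no fluorescence left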
Target sequence (P55212 24-179 limits assumed): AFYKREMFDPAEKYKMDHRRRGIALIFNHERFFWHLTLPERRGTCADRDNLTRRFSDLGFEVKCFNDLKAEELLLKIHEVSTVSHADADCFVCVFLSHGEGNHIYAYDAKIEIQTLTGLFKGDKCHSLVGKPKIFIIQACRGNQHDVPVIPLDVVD
Target sequence (P55212 194-293 limits assumed): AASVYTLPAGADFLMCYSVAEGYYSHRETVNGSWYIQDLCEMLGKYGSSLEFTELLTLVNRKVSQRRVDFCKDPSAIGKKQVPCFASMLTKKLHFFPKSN
PAX8 reporter: lowers PAX8-driven luciferase in RMG-I cells; hit rate 1.2% among 360,000; RMG-I TPO-luciferase reporter, SteadyGlo, 24 h; AID 652154; inhibition, % at 12.6 µM;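 active means mean replicate inhibition at least 60% with every replicate also reaching 60%; inconclusive means only one of the two criteria is met; inactive means mean below 60% and not all replicates reaching 60%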;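 further: luciferase light reporting Pax8 driven TPO promoter activity; plate controls were median of neutral control wells for no effect and mitoxantrone controls for full effect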
* = called active by the depositor; ? = inconclusive; nt = not tested or not shown; & = joins results of further samples; [ ] = remark or other dose. Not a hit list; any-hit rate near 2.5%.

Start of the listing, in advance:
No.	Compound	FN deposit inh	EWS-Fli inh	LGR2 antag	Cneo AK release	miR-122 sensor	PGC1a acetyl inh	CASP6 VEID inh	PAX8 reporter
1	CCCCCC(O)(c1ccccc1)C(CN1CCOCC1)c1ccccc1 (stereo unspecified)	-1	12	21	1	3	-9	1	-33
2	c1ccc2c(c1)OCCOCCOCCOCCOCCOc1ccccc1OCCOCCOCCO2	-4	19	19	nt	nt	nt	0	48

Results, previewed entries included:
No.	Compound	FN deposit inh	EWS-Fli inh	LGR2 antag	Cneo AK release	miR-122 sensor	PGC1a acetyl inh	CASP6 VEID inh	PAX8 reporter
1	CCCCCC(O)(c1ccccc1)C(CN1CCOCC1)c1ccccc1 (stereo unspecified)	-1	12	21	1	3	-9	1	-33
2	c1ccc2c(c1)OCCOCCOCCOCCOCCOc1ccccc1OCCOCCOCCO2	-4	19	19	nt	nt	nt	0	48
3	O=C(NCCOc1ccccc1)C1CCN(C(=O)Nc2ccccc2)CC1	-5	3	-4	1	6	1	-3	-19
4	COc1cccc(C2c3[nH]c4ccccc4c3CCN2Cc2cnn(C)c2)c1 (stereo unspecified)	-5	15	-4	1	nt	2	-1	34
5	COc1ccc(CN(C)C[C@H]2Oc3ccc(N(C)C)cc3CC(=O)N([C@@H](C)CO)C[C@@H]2C)cc1	nt	0	12	-2	-1[16.7 µM]	1	0	-6
6	Cc1ccc(/C=C/C(=O)c2c(C)cc(C)[nH]c2=O)cc1	nt	-9	70*	1	15	26	0	nt
7	O=C(COC(=O)c1cccs1)Nc1ccc(Cl)cn1	5	1	-9	1	nt	nt	2	-10
8	O=[N+]([O-])c1nn(-c2ccc3c(c2)OCCO3)n(O)c1=NC1CCCC1	-5	nt	nt	1	6	3	nt	-89
9	CC(C)NC(=O)Nc1ccc2c(c1)CC(=O)N([C@H](C)CO)C[C@@H](C)[C@@H](CN(C)S(=O)(=O)c1cn(C)cn1)O2	nt	2	-3	-2	3[16.7 µM]	2	1	-28
10	Cc1nnc(SC(C)C(=O)NC2CCCCC2)s1 (stereo unspecified)	-3	-2	1	-1	-6	13	0	nt
11	O=[N+]([O-])c1ccc(S(=O)(=O)NCC(c2cccnc2)N2CCc3ccccc3C2)cc1 (stereo unspecified)	0	-2	12	-1	-3	0	-3	7
12	Nc1nccnc1C(=O)N/N=C/c1ccco1	-15	-24	-4	nt	nt	-11	1	-39
13	CCn1c(SCC(=O)Nc2sc(C)c(C)c2C#N)nnc1C1CC1	6	-4	-2	-6	0	-2	4	5
14	Cc1ccc(S(=O)(=O)N2CCN(Cc3cccc(F)c3)CC2)cc1	3	6	3	-5	-4	9	0	-8
15	Cc1cccc(NS(=O)(=O)c2ccc3c(c2)NC(=O)CC(=O)N3)c1	2	1	-8	-2	-1	nt	2	10
16	CCc1ncc(C(=O)c2ccc(OC)cc2)n1C	nt	-11	0	0	nt	3	nt	nt
17	CCCNC(=O)Nc1ccc2c(c1)OC[C@@H](C)N(CC1CCCC1)C[C@H](C)[C@H](OC)CN(C)C2=O	-4	-4	1	nt	nt	26	0	nt
18	CCCCOc1ccc2c(C)cc(=O)oc2c1OCCCC	1	nt	nt	0	-3	4	nt	-7
19	Cc1ccc(N(CC(=O)NC(C)C)C(=O)CCC(=O)Nc2ccccn2)cc1	3	13	-4	-3	2	24	2	-54
20	C=CCn1c(SCC(=O)NCc2ccc3c(c2)OCO3)nc2scc(-c3ccc(F)cc3)c2c1=O	-3	nt	nt	0	1	-17	nt	-2
21	CC(C)C(=O)N(c1ccc(F)cc1)C1C=CS(=O)(=O)C1 (stereo unspecified)	nt	-6	-1	0	nt	1	0	nt
22	COc1ccc(-c2cc(N)n(S(=O)(=O)c3ccc(C)cc3)n2)c(OC)c1	-11	8	-20	2	1	4	-3	-4
23	CCOc1cc(/C=C2\SC(=N)N(c3nccs3)C2=O)ccc1OCCN1CCOCC1	-2	35	9	nt	3	3	-1	51
24	Cc1ccccc1OCC(=O)Nc1ccc2oc(=O)ccc2c1	3	6	-8	-5	-5	-2	-2	-2
25	Cc1nc2c(=O)n(-c3ccc(F)cc3F)nc(C)c2s1	0	-4	5	0	nt	3	0	2
26	COc1ccc(NC(=O)Cn2nc([N+](=O)[O-])c(Cl)c2C)cc1OC	7	2	11	-1	0	8	2	-3
27	COc1ccc(C#Cc2ccc([C@@H]3[C@H]4CN(C(=O)Nc5ccc(F)cc5)CCCCN4[C@H]3CO)cc2)cc1	nt	nt	0	-2	8[16.7 µM]	-7	1	4
28	CC1CCCCC1NC(=O)COCc1cc(-c2cccs2)on1 (stereo unspecified)	7	nt	-2	4	nt	nt	2	11
29	Cc1nc(-c2ccccc2)sc1C1(C)CC(c2ccc([N+](=O)[O-])cc2)=NO1 (stereo unspecified)	-4	-9	-18	1	-4	-10	-1	-22
30	COc1ccccc1N(CC(=O)NCc1ccc2c(c1)OCO2)C(=O)CCC(=O)Nc1nccs1	0	-2	10	0	-1	0	-2	4
31	O=C(c1ccncc1)c1ccc([N+](=O)[O-])cc1	-15	0	-25	-1	1	3	0	-2
32	O=c1[nH]cnc2c1C1(CCCC1)Cc1ccccc1-2	nt	nt	-4	2	4	-2	nt	nt
33	CCC(=O)N(C)C[C@H]1Oc2cc(C#C[C@@H](C)O)ccc2S(=O)(=O)N([C@@H](C)CO)C[C@@H]1C	-2	14	-29	1	-2[16.7 µM]	6	2	-10
34	COc1cccc(-n2nnc3c(=O)n(Cc4ccc(Cl)cc4)cnc32)c1	4	nt	-43	-1	3	4	nt	nt
35	C[C@H]1CN([C@@H](C)CO)C(=O)c2cccc(NS(=O)(=O)c3ccc(F)cc3)c2O[C@H]1CN(C)C	3	4	19	-1	5[16.7 µM]	-5	0	0
36	COC(=O)CN(c1ccc(OCc2ccccc2)cc1)S(C)(=O)=O	3	-16	21	nt	nt	-4	-1	12
37	O=C(C[C@H]1C[C@@H]2c3cc(NC(=O)C4CCOCC4)ccc3O[C@@H]2[C@H](CO)O1)NCc1ccc2c(c1)OCO2	nt	0	-1	-2	1[16.7 µM]	1	-2	9
38	C=CCn1c(SCc2c(F)c(F)c(F)c(F)c2F)nc(O)cc1=O	13	nt	-10	nt	3	-11	nt	nt
39	C[C@@H]1CN([C@H](C)CO)C(=O)CCCn2nncc2CO[C@@H]1CN(C)C(=O)c1ccncc1	2	1&3	0	1&-1	3	-7&1	-1&1	-10&-13
40	COC(=O)c1cccc(CN2C(=O)C(C)Sc3ccc(C(C)=O)cc32)c1 (stereo unspecified)	-4	-19	-38	-2	-3	-9	1	-104
41	O=C(NCc1ccon1)c1ccc(OC2CCN(CCc3ccccc3)CC2)cc1	8	10	-24	3	-5	nt	1	6
42	O=C(COC(=O)CC12CC3CC(CC(C3)C1)C2)Nc1cccnc1Cl	-9	-3	-12	nt	nt	7	0	1
43	CC(C)CNC(=O)COc1ncnc2sccc12	-8	0	18	nt	nt	nt	-2	-5
44	O=C(Nc1ccccc1)c1cn2ccccc2n1	-1	30	?	-3	0	-2	-3	-17
45	COc1ccc(C)cc1NC(=O)COC(=O)c1ccc2c(c1)OCCO2	6	-7	6	2	nt	1	-2	-1
46	C[C@H](CO)N1C[C@H](C)[C@H](CN(C)C(=O)Nc2cccc3ccccc23)Oc2c(NS(=O)(=O)c3ccc(F)cc3)cccc2C1=O	14	-32	-4	-9	20[16.7 µM]	14	-2	nt
47	Cn1cc(CN2CCCC(C(=O)c3nccn3C)C2)c(-c2cccc(Cl)c2)n1 (stereo unspecified)	7	8	-6	0	-3	nt	-1	8
48	COc1ccc(N2C(=O)CSCC2=O)cc1OC	-11	2	18	nt	1	-7	1	7
49	C[C@H](CO)N1C[C@H](C)[C@H](CN(C)S(=O)(=O)c2ccccc2)Oc2ccc(NS(=O)(=O)c3ccc(F)cc3)cc2C1=O	nt	12	0	104*	61[16.7 µM]	1	nt	-31
50	COc1ccccc1NC(=O)N1CC(=O)N2[C@H](CO)[C@@H](c3ccc(-c4cccc(C)c4)cc3)[C@@H]2C1	-1	3	6	nt	nt	-8	3	nt
51	O=C(NCCc1ccccc1F)N[C@@H](Cc1ccccc1)C(=O)O	6	2	11	2	-1	8	2	3
52	CCCN(CCC)S(=O)(=O)c1ccc(C(=O)Nc2nnc(-c3cccc(OC)c3)o2)cc1	-4	30	nt	nt	nt	nt	1	6
53	COc1ccc(OCC(=O)O/N=C(\N)Cc2cccs2)cc1	-2	-26	4	nt	nt	nt	3	-73
54	C[C@@H]1CN([C@@H](C)CO)C(=O)c2cccc(NC(=O)C3CCOCC3)c2O[C@@H]1CN(C)Cc1ccc(C(F)(F)F)cc1	nt	-13	-7	0	2[16.7 µM]	8	2	1
55	O=C(N[C@H]1CC[C@@H](CCNC(=O)C2CCCC2)O[C@@H]1CO)c1ccncc1	nt	5	-12	0	3[16.7 µM]	4	4	12
56	COc1cccc(CN2CCN(C3CCN(c4ccccc4C)CC3)CC2CCO)c1 (stereo unspecified)	-11	5	-4	nt	nt	nt	6	-14
57	Cc1ccc(CN2CC(C(=O)Nc3ccc(C)c(S(=O)(=O)N4CCCCC4)c3)CC2=O)cc1 (stereo unspecified)	-10	26	1	-1	7	-12	-2	20
58	CC(C)=C(NC(=O)c1ccccc1)C(=O)N/N=C/c1ccc(O)cc1	10	nt	-1	3	4	8	nt	11
59	CC1CCCN(C(=O)C2CCN(c3ncnc4c3nc3n4CCCCC3)CC2)C1 (stereo unspecified)	-7	nt	8	2	nt	nt	-3	6
60	O=C1COC(c2ccccc2)=CN1Cc1ccccc1	-1	-2	-2	-1	4	7	-2	2

The results go on.
No.	Compound	FN deposit inh	EWS-Fli inh	LGR2 antag	Cneo AK release	miR-122 sensor	PGC1a acetyl inh	CASP6 VEID inh	PAX8 reporter
61	C=CCN=C1NC(c2cccc(C(F)(F)F)c2)C(C(=O)OC)=C(C)N1C (stereo unspecified)	8	-9	-1	nt	nt	nt	-2	7
62	CN(C)c1ccc(S(=O)(=O)N2CCCCC2)cc1NC(=O)C1CSC2(C)CCC(=O)N12 (stereo unspecified)	2	0	5	-1	-2	1	3	-2
63	CCC(C)(C)NC(=O)c1ccc2c(c1)OCCO2	7	-23	-1	nt	nt	nt	-5	-30
64	Oc1c(Cl)c(Cl)c2ncccc2c1Cl	11	0	3	nt	0	3	4	-1
65	COc1cc(OC)c2c(c1)OC(=O)CC2c1ccc(C)cc1 (stereo unspecified)	2	-2	10	-4	nt	nt	1	-1
66	Cc1nn(CCO)c2ncc(C(=O)c3cc(Cl)ccc3O)cc12	4	17	-12	-10	6	-2	4	9
67	COc1ccc(-c2nn(-c3ccccc3)cc2/C=C/C(=O)N(C)CC(=O)Nc2cccc(F)c2)cc1OC	3	9	-13	-2	-13	-10	1	18
68	Cc1cccc(C(=O)N(CCc2ccccc2)Cc2ccccc2)c1[N+](=O)[O-]	-3	nt	-8	1	-4	2	0	nt
69	Cc1cccc(C(=O)NCC(=O)OCC(=O)c2ccc(Br)s2)c1	-15	6	2	-1	nt	nt	1	-12
70	CN1CCN(Cc2cc(=O)oc3cc4c(cc23)CCC4)CC1	5	nt	nt	-2	-3	nt	nt	-4
71	CCn1c(CO)nc2c1c(=O)[nH]c(=O)n2Cc1ccccc1	-15	-1	22	-1	nt	-1	0	-1
